# Bioassay records from PubChem BioAssay.
# eIF4E-4G inh: blocks eIF4E binding to eIF4G; P63073+Q04637; TR-FRET eIF4E-eIF4GI(517-606) binding, 2 h; inhibition, % at 21.7 µM; hit rate 0.37% among 220,000; AID 782;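 active = inhibition above about 30%, limit read from the data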;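 note: 0% = full FRET control wells and 100% = background wells lacking eIF4GI fragment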
# Rad51 HR inh: Rad51 (human) homologous recombination inhibition; Q06609; hRad51 DNA strand exchange, fluorescence dequenching; inhibition, % at 10 µM; hit rate 0.085% among 200,000; AID 1385;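 active = inhibition above 40% at the single screening dose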;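 note: 0% = DMSO control wells and 100% = blanks with heterologous ssDNA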
#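 System: hRad51 filaments on single-stranded DNA; reagent: Fluorescein- and BHQ1-tagged 47-mer duplex; compound dosing: one concentration, 10 µM final; timing: filaments 15 min 37 °C, then compound 30 min; measured by: fluorescein emission 520 nm, excitation 485 nm; benchmarks: per-plate controls and blanks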
# EBV gp42 inh: EBV gp42 inhibition. Q1HVG2. Fluorescence polarization binding assay, mP read-out. inhibition, % (tested at 21.74 µM). hit rate 0.42% among 220,000. AID 1085; in the data active = inhibition above about 50%
# TNF death inh: inhibitors of TNF-alpha induced necroptosis in Jurkat FADD-/- cells | AID 463075 | hit rate 0.068% among 220,000 | Jurkat FADD-/- TNF necroptosis rescue, ATP luminescence, 24 h; 0 = TNF only, 100 = no-TNF cells | activation (protection from cell death), % at 10 µM;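 active = activation, meaning protection from cell death, of at least 50% relative to plate controls; inactive = activation below 50%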;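 note: necroptosis triggered by 40 ng/mL TNF-alpha added together with compound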
# L929 necroptosis: blocks zVAD induced death of L929 cells; viability rescue, % at 10 µM; L929 zVAD necroptosis rescue, ATP luminescence, 24 h; with zVAD 60 µM; hit rate 0.38% among 220,000;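 active = activation, scaled between plate controls, above about 75%, limit read from the data; inactive = activation under that limit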;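 note: 0% = zVAD with DMSO and 100% = DMSO alone without zVAD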
# MDM2 E3 inh: blocks human Mdm2 ubiquitin ligase activity. cell-based MDM2 ubiquitination luciferase reporter, 2 h; 0 = plate control, 100 = twice control, blank-subtracted. signal enhancement, % at 5 µM. AID 1230. Q00987. hit rate 0.11% among 210,000;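 active = signal enhancement of 30% or more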;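 note: luminescence tracks abundance of the self-degrading MDM2-luciferase fusion protein; higher signal means inhibition of MDM2 E3 ligase activity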
#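 Material: stable MDM2–luciferase fusion reporter cells / Quantity: 2000 cells/well / Dosing: single 5 µM compound dose, 0.2% final DMSO / Buffer or medium: DMEM / Schedule: 4 h cell settling then 2 h compound exposure, 37 °C / Detection: luminescence with SteadyLite reagent, 15 min at room temperature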
# KCC2 mod: KCC2 (human) Cl- transport modulation; Q9H2X9; KCC2 cells, thallium flux FluoZin-2 fluorescence; B-score of Tl+ flux slope (higher = more flux/activation; lower = inhibition) at 10 µM; hit rate 2.2% among 190,000; AID 1456;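 active = thallium flux slope and its plate-corrected score both differing from the plate sample mean at a set confidence after two filtering rounds, in either direction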;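 note: slope of fluorescence scaled to starting intensity during 10 to 20 s after thallium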
# Target sequence (Q9H2X9 whole entry, looked up): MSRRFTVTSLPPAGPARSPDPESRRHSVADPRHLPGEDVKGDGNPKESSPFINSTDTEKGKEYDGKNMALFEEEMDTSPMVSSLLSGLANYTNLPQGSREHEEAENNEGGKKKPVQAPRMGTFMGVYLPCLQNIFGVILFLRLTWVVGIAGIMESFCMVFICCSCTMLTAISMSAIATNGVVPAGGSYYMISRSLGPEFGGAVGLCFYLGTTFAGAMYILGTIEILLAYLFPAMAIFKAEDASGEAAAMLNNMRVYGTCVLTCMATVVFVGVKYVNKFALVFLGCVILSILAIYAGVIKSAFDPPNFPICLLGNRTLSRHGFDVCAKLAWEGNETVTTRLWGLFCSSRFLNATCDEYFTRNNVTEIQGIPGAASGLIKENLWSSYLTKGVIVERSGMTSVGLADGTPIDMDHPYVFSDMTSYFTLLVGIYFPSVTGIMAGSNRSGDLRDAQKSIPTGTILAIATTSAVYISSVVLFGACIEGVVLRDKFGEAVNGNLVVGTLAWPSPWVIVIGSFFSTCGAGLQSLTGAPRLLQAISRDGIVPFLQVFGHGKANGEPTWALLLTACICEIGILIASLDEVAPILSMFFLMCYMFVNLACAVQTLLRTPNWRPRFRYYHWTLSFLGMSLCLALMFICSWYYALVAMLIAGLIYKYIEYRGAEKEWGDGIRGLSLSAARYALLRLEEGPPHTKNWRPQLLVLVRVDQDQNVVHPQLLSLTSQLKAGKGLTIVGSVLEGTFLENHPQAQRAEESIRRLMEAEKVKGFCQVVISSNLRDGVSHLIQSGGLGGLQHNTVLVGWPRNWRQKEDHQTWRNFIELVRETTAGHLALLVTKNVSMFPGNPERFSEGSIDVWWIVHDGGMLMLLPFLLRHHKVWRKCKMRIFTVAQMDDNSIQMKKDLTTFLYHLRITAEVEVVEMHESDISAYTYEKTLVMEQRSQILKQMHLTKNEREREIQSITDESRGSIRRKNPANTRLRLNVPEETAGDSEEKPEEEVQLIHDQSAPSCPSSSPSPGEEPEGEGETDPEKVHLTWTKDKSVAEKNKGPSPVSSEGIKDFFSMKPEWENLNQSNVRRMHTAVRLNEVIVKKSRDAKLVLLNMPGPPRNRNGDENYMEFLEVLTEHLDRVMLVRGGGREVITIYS
# Calpain2 inh: blocks pig calpain II enzyme activity. purified calpain II, fluorogenic peptide substrate, 30 min. inhibition, % at 16 µM. hit rate 0.37% among 220,000. AID 1236;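 active = inhibition above about 50%, limit read from the data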
# PERK inh: human PERK inhibition, primary cell-based screen; hit rate 0.17% among 220,000; AID 1416; CHO PERK-DD fusion, SEAP luminescence translation reporter; inhibition, % at 5.6 µM; Q9NZJ5;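 active = inhibition above the mean inhibition of all tested compounds plus 3 SD, set separately per screening campaign, cut at about 2.9% in these data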;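 note: PERK kinase domain activated by AP20187 dimerizer at 100 nM; 0% = DMSO with dimerizer and 100% = rapamycin at 8.4 µM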
# An asterisk follows results filed as active; i = inactive; . = not tested or not shown; & = joins results of further samples; [ ] = another dose, or the depositor's remark.
SMILES,eIF4E-4G inh,Rad51 HR inh,EBV gp42 inh,TNF death inh,L929 necroptosis,MDM2 E3 inh,KCC2 mod,Calpain2 inh,PERK inh
COC(=O)c1c(NC(=O)c2nn(C)cc2Cl)sc2c1CCCC2,3,-3,1,2.3,-0.3,-7,-0.63,-196,0.7
COc1ccccc1-c1nnc(SCCN2CCOCC2)n1-c1ccc(C)cc1,-1,-4,5,0.2,-0.3,2,-0.91,0,-0.3
COc1cccc2sc(Nc3nc(-c4cc5ccccc5oc4=O)cs3)nc12,18,9,29,-9.4,-0.4,-6,0.6,-129,0.6
Cc1nc2cc(N3CCCCC3)c(NC(=O)c3cccnc3)cc2c(=O)n1Cc1ccccc1,4,-10,-28,0.0,-0.2,-9,0.49,-170,-1.2
Cc1cc(C)n(-c2ccc(F)cc2CN2CCN(C3CCCC3)C(CCO)C2)n1 (centres undefined),7,22,-10,1.3,-0.7,-5,-0.65,-21,0.2
CC1(C)CC(=O)c2cc(C(=O)O)c(=O)n(-c3ccccc3)c2C1,7,4,-17,-0.3,-0.8,22,-0.38,-18,0.6
CN1CCc2c(c3c(n2C)CCN(C)[C@@H]3c2cccnc2)[C@H]1c1cccnc1,-6&-1[fluorescence artefact?],9,-4&-1,-2.4&0.8,0.2&1.8,-7&-6,0.17,-24&-23,1.2&0.8
COc1ccc(-c2cc3ccccc3n2CC(O)CN2CCOCC2)cc1 (centres undefined),-1,4,-10,0.5,-0.5,25,0.64,-34,-0.5
Cc1nn(-c2ccccc2)nc1CNC(=O)C1CC1,1,24,-14,2.2,0.5,-6,-0.14,8,-0.1
CCN(CC)CCN1C(=O)Cn2c(C)c(C)c3cccc1c32,4&3[fluorescence artefact?],-6&7,-11&-9,-1.6&0.9,0.0&0.3,-16&-6,2&0.0063,-20&-19,-1.8&0.2
COc1ccc(NC(=O)CCCn2c(=O)c3sccc3n(Cc3cccc(C)c3)c2=O)cc1,-3,.,9,0.1,.,-4,1.4,0,0.9
Cn1c(-c2ccc(N)cc2)nc2ccccc21,-4,10,-4,-7.4,0.2,-4,0.42,-104,-0.5
COc1cc2c(cc1OC)C(C1C(=O)CC(C)CC1=O)N(C(=O)CCl)CC2 (centres undefined),0,-1,22,1.8,0.3,-12,-0.032,-47,0.9
O=C(NNS(=O)(=O)c1ccc(F)cc1)C1CCN(Cc2cccc(F)c2)CC1,-2,5,-4,1.5,-2.0,-11,-0.075,5,-0.4
O=C(CSc1n[nH]c(-c2ccccc2Br)n1)NC(=O)NCc1ccco1,-14[fluorescence artefact?],3,-16,1.8,0.5,-17,-0.4,13,0.1
Cc1ccc(S(=O)(=O)Cc2ccc(C(=O)NCCCN3CCCC3=O)o2)cc1,-11,-7,13,-2.3,0.2,-8,0.027,-65,1.4
Cc1cccc(CCNC(=O)C2CCC(CNc3c(N4CCCC4)c(=O)c3=O)CC2)c1 (centres undefined),3,4,-13,-0.8,4.0,-2,0.58,-6,.
COc1ccccc1C(c1nnnn1C(C)(C)C)N1CCN(Cc2ccccc2)CC1 (centres undefined),-4[fluorescence artefact?],7,0,0.6,-0.9,-10,.,-8,-1.2
COc1ccc2[nH]c(C)c(C(=O)CN(C)C)c2c1,-1,-7,-9,0.8,1.4,-6,.,0,0.7
CCSc1nc2c(cnn2-c2ccccc2)c(=O)n1N,4,20,-11,2.7,2.5,-24,4.6*,-4,0.9
CC(C)(C)NC(=O)c1cc([N+](=O)[O-])ccc1N1CCCCC1,-1,-17,2,0.4,-0.2,-21,-0.07,17,0.1
COc1ccc(CNC(=O)/C=C/c2cc([N+](=O)[O-])ccc2OC(F)F)cc1OC,.,-1,-7,-0.7,0.3,-30,0.097,-8,-2.4
CC(OC(=O)CCCSc1nc2ccccc2s1)C(=O)NC(N)=O (centres undefined),1,9,-6,-0.1,1.2,-7,-0.089,36,0.2
CCc1ccc(/C=N/NC(=O)c2ccc(OC3CCCC3)cc2)s1,4[fluorescence artefact?],-2,5,-2.0,0.3,-20,2.5,-24,0.3
CN(C)S(=O)(=O)c1ccc(NC(=O)c2c(F)cccc2Cl)cc1,0,5,-7,-1.5,0.2,11,-0.4,10,2.0
CC(C)C1CC(O)(C2(O)CCCCC2)ON1 (centres undefined),-7[fluorescence artefact?],-5,-14,2.0,1.4,-16,1.1,4,-0.4
Cc1cccc(C(=O)NCC(=O)OCC(=O)N2CCCCC2)c1,3,-2,-8,0.6,0.7,6,0.52,-7,0.7
CC1(C)CC(NC(=S)Nc2ccc([N+](=O)[O-])cc2)CC(C)(C)N1,1,.,-9,1.3,0.6,4,0.33,12,0.1
CC(=O)Nc1nc(C)nc(C)c1C(C)=O,1,13,-13,0.9,2.3,-4,.,12,0.8
O=C(c1cc2nc(-c3ccccc3)cc(C(F)(F)F)n2n1)N1CCOCC1,3,-1,-10,-2.3,0.1,-8,.,-48,0.6
CCOc1ccc(C(=O)Nc2cc(C)on2)cc1,1,-4,-18,-0.2,1.7,-50,.,-13,0.8
CC1Cc2ccccc2N1S(=O)(=O)c1ccc(Cl)nc1 (centres undefined),1,-1,-8,3.7,0.0,4,-1.4,15,0.9
Cc1cc(N2C(=O)C(O)=C(C(=O)c3ccc(C)o3)C2c2cccs2)no1 (centres undefined),0,3,-16,-2.5,-0.1,6,-3*,-33,0.3
Cc1ccc(S(=O)(=O)N2CCC(C(=O)Nc3nnc(C4CCCC4)s3)CC2)cc1,-20,2,6,-2.5,0.1,-22,0.025,24,0.3
COC(=O)Cc1[nH]nc2c1C(c1c[nH]c3ccccc13)C(C#N)=C(N)O2 (centres undefined),1[fluorescence artefact?],-3,-8,-7.6,0.8,-6,0.88,1,-0.2
CC(C)CC(COCc1ccc(Cl)cc1)N1CCN(C(=O)c2ccc(Cl)cc2Cl)CCC1=O (centres undefined),4,4,-6,3.7,0.0,.,-1.3,29,-0.3
CN1c2ccsc2/C(=N/Nc2ccc(F)cc2)CS1(=O)=O,4,-9,-5,0.2,-0.2,-29,-0.93,0,0.0
Cc1ccc(OC(=S)Nc2ccccc2)c(C)c1,1[fluorescence artefact?],-3,-9,-20,0.4,-14,2.4,11,0.8
CCOC(=O)C1CCCN(C(=O)c2ccc(Cn3c(=S)[nH]c4cc(C(=O)OC)ccc4c3=O)cc2)C1 (centres undefined),0,-9,-4,-2.5,-0.5,-9,1.1,-69,-0.2
CN(CC(=O)N1CCN(c2ccc(F)cc2)CC1)S(=O)(=O)c1ccc2c(c1)c(=O)n(C)c(=O)n2C,-2,14,-16,1.9,-0.6,-7,-0.13,-9,0.3
NS(=O)(=O)c1ccc(NC2=CC(c3ccc(F)cc3)N(c3ccc(S(N)(=O)=O)cc3)C2=O)cc1 (centres undefined),-10,3,7,0.5,0.8,-7,-4.2,-14,1.3
N#CC1=C(N)Oc2cc(N)ccc2C1C1CC=CCC1 (centres undefined),7,-2,-3,-9.5,0.1,-15,-0.9,-36,0.0
Cc1cc(=O)n2c(n1)SCOC2,1,-1,4,0.4,0.1,-82,0.0065,8,-1.2
Cc1cc(OCC(=O)Nc2ccc3c(c2)OCCO3)ccc1Cl,0,2,-10,1.6,2.9,-1,-0.32,-1,-1.2
COC(=O)C1=C(N)N(c2ccccc2C(F)(F)F)C2=C(C(=O)CCC2)C1c1ccc2c(c1)OCO2 (centres undefined),3,4,-12,-2.0,-0.1,-1,0.64,-65,-1.2
CCOC(=O)c1[nH]c2cc3c(cc2c1NC(=O)CN1CCCC1)OCO3,-2,3,-6,4.2,0.1,-6,-0.18,-247,1.7
CCc1ccc(/C=C2/SC(N3CCOCC3)=NC2=O)cc1,3,.,-17,-0.6,-0.2,-10,-1.2,8,0.4
CCOc1cc(-c2nc3ccccc3s2)ccc1O,4,-4,-5,-3.0,-0.5,-6,.,-255,-0.8
COc1ccc(-c2nnc3n2N=C(c2cccc(Br)c2)CS3)cc1OC,-30,3,-14,1.1,8.3,-13,0.74,2,0.1
CCN(CC)c1ccc(/C=N/OC(C)C(=O)Nc2ccc(C)cc2)cc1 (centres undefined),2[fluorescence artefact?],-255,-115,2.7,0.9,-4,-0.068,-10,0.6

# A section from the list above, as a working copy:
SMILES,eIF4E-4G inh,Rad51 HR inh,EBV gp42 inh,TNF death inh,L929 necroptosis,MDM2 E3 inh,KCC2 mod,Calpain2 inh,PERK inh
CCc1ccc(/C=C2/SC(N3CCOCC3)=NC2=O)cc1,3,.,-17,-0.6,-0.2,-10,-1.2,8,0.4
CCOc1cc(-c2nc3ccccc3s2)ccc1O,4,-4,-5,-3.0,-0.5,-6,.,-255,-0.8
COc1ccc(-c2nnc3n2N=C(c2cccc(Br)c2)CS3)cc1OC,-30,3,-14,1.1,8.3,-13,0.74,2,0.1
CCN(CC)c1ccc(/C=N/OC(C)C(=O)Nc2ccc(C)cc2)cc1 (centres undefined),2[fluorescence artefact?],-255,-115,2.7,0.9,-4,-0.068,-10,0.6

# Carrying on:
SMILES,eIF4E-4G inh,Rad51 HR inh,EBV gp42 inh,TNF death inh,L929 necroptosis,MDM2 E3 inh,KCC2 mod,Calpain2 inh,PERK inh
CCOC(=O)C1CCN(C(=O)/C=C/c2ccc(OC)cc2)CC1,1,2,-6,-1.7,-0.3,6,-1.9,25,0.2
COC(=O)c1cn(NC(=O)Cc2c(F)cccc2Cl)c(=O)c2ccccc12,-2,-1,2,0.2,9.6,9,.,-27,-0.6
CCCCn1c(/N=C/c2ccccc2NS(=O)(=O)c2ccc(C)cc2)nc2ccccc21,5,-3,-5,2.4,-0.3,-13,-1.3,21,0.6
c1cn(-c2ncnc3sc4c(c23)CCCC4)cn1,1,-3,-9,0.6,1.5,-27,.,-29,-0.4
O=c1cc(O)c2c(=O)n(Cc3ccccc3)c3ccccc3c2o1,-12,-25,-6,-0.6,9.2,-5,-1.2,-94,2.3
COCCCn1cnnc1SCC(=O)Nc1ccc(S(=O)(=O)N2CCCC2)cc1,-2,-3,-6,0.0,0.5,3,0.64,-20,-0.1
COc1cccc(CNC(=O)c2cc(COc3c(F)cccc3F)on2)c1,3,.,-16,2.8,1.0,6,-3.1,6,2.0
CCOC(=O)c1cc(-c2ccc(OC(F)F)cc2)nc2c1c(=O)[nH]c(=O)n2C,14,-4,-7,-1.0,-0.1,0,-0.8,-326,0.3
COc1ccc(S(=O)(=O)N2CCCCC2)cc1C(C)C,6,-3,-9,-1.0,-0.3,-18,-0.21,34,-0.2
CN(C)CCN1CC(O)=C(c2nc3ccccc3s2)C1=N,7,-4,-13,5.8,2.3,-5,-1.2,1,0.6
O=C(CCC1CCCC1)NCc1ccccn1,-13[fluorescence artefact?],-2,-7,-0.8,-0.1,-5,1.5,-23,2.6
CCOC(=O)N1CCN(C(=O)Cc2c(C(=O)O)n(C)c3ccccc23)CC1,1,.,-10,0.3,-0.1,-24,-0.92,-18,1.4
C=CCn1c(-c2ccc(OC)cc2)nc2nc3ccccc3nc21,-10,-5,8,-0.5,-0.2,-11,-0.53,i,-0.8
O=C1CCC/C(=N/Nc2ccc(Cl)cc2)C1,2,-9,7,-1.7,1.0,5,0.83,-112,0.3
